# Screens deposited in PubChem BioAssay by several laboratories.
# UTI89 phage lysis: inhibition of K1F phage lysis, E. coli UTI89, bacterial capsule biogenesis inhibitors, alamar blue (AID 488966) | E. coli UTI89 K1F phage lysis, alamar blue, 2 h; higher % means a stronger effect | inhibition, % at 100 µM, or IC50 in µM where a hit was titrated | 340,000 compounds, 0.02% hits;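 active = phage lysis inhibition, versus mean bacterial control, above a set limit; inconclusive = no clear call, values can overlap the other calls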;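 note: capsule biogenesis inhibitors block K1F phage lysis so surviving cells raise fluorescence; higher fluorescence means more inhibition of phage lysis; actives were called in the ten point dose series up to 300 µM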
# NTR1 agonist: NTR1-driven beta-arrestin-GFP spot formation – imaging, U2OS cells, high content, primary screen (AID 493036). activation, % at 20 µM. agonist mode. 330,000 compounds, 0.17% hits. P30989;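 active = activation at or above 40% of the spot to cytoplasm intensity ratio, with at least 20 cells analyzed; inconclusive = wells under 20 cells, flagged as cytotoxic or low count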;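 note: 0% = DMSO without peptide and 100% = 100 nM NTR1 peptide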
# Target sequence (P30989 whole entry, looked up): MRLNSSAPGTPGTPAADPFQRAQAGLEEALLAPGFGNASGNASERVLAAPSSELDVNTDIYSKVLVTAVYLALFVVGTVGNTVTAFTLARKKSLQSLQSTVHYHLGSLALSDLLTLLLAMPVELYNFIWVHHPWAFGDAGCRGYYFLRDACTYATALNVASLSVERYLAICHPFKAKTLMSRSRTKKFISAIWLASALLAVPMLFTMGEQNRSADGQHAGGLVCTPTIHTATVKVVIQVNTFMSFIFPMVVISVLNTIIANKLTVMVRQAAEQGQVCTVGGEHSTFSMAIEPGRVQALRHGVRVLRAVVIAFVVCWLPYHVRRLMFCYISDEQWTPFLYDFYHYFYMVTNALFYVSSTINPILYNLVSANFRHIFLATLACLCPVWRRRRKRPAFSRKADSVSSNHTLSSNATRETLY
# WT yeast gro inh: growth inhibition of WT yeast, mitochondrial fusion screen; inhibition, % at 10 µM; AID 1362; 190,000 compounds, 2.1% hits; mitochondrial fusion phenotypic screen, WT strain; in the data active = inhibition above about 58%; tested in S. cerevisiae
# AID2073: disruptors of CaV2.2 binding to Mint1 – biochemical, HTRF (AID 2073); inhibition, % at 20 µM, or IC50 in µM where a hit was titrated; 290,000 compounds, 0.19% hits; HTRF protein-protein interaction, Mint1-CaV2.2; higher % means a stronger effect; in the data active = inhibition mostly above about 51%, no sharp cut-off; inconclusive = no clear call, values can overlap the other calls; inactive = mostly below about 53%; note: some results filed as inactive read as strong as hits
# LYP inhibition: PTPN22 lymphoid phosphatase activity blockers – biochemical, fluorescence intensity, uHTS (AID 1779). recombinant LYP phosphatase, fluorescence intensity; higher % means a stronger effect. inhibition, % at 11.5 µM, or IC50 in µM where a hit was titrated. 290,000 compounds, 0.054% hits; in the data active = inhibition above about 50%;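 note: plate controls were vehicle with enzyme for no effect and no enzyme for full effect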
# GPR35 antagonists: inhibition of zaprinast-stimulated GPR35 beta-arrestin translocation – imaging, U2OS, beta-arrestin-GFP, zaprinast agonist, primary screen (AID 2058) | U2OS GPR35 beta-arrestin-GFP translocation imaging, zaprinast antagonism; higher % means a stronger effect | inhibition, % at 10 µM; hits with a dose series show IC50 in µM | 290,000 compounds, 0.052% hits;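 active = inhibition of at least 50% with at least 30 cells and total cytoplasm GFP at most 10,000,000; inconclusive = under 30 cells or total GFP of 10,000,000 plus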
# Autophagy mod: modulators of autophagy. MEF GFP-LC3 puncta imaging; test concentration mostly 10 µM. 190,000 compounds, 0.98% hits. AID 463193. calls only at 10 µM (by protocol);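 active = percentage of spot-positive cells more than 3 SD above its plate mean, without a fluorescence outlier flag or 80% toxicity; inconclusive = no clear call, values can overlap the other calls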;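 note: spot-positive cell cutoff set from DMSO-treated cells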
# NS5 inhibitors: flavivirus cap methylation enzyme inhibition – biochemical, confirmation dose response, primary screen (AID 588689). 340,000 compounds, 0.3% hits. Dengue-2 NS5 methyltransferase capping enzyme assay, biochemical; higher % means a stronger effect. one-dose inhibition, % at 25 µM; IC50 in µM for titrated hits; in the data active = a potency from the dose series; inconclusive = inhibition above about 29% without an active follow-up result
# RSV CPE inhibition: inhibition of RSV-induced cytopathic effect – HEp-2 cells, primary 10 µM value included (AID 2391); one-dose CPE inhibition, % at 10 µM; IC50 in µM for titrated hits; 310,000 compounds, 0.13% hits; HEp-2 cells, RSV-induced CPE inhibition; higher % means a stronger effect; in the data active = a potency from the dose series; inconclusive = CPE inhibition mostly from about 23% at the one dose, without a potency; inactive = the rest, 99 in 100 with CPE inhibition below about 21%; note: strong numbers were not always called active
# WT yeast gro inh mutant strain: recorded beside WT yeast gro inh, whose call it bears; inhibition, %; mitochondrial fusion phenotypic screen, mutant strain inhibition
# Autophagy mod cell loss 18 h: further read-out of Autophagy mod, marked with its call; toxicity, %; measured here: cell loss, nuclei count;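 cell loss after 18 h compound exposure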
# NTR1 agonist cell count 20 µM: recorded beside NTR1 agonist, whose call it bears; cell count; measured here: cell count, cytotoxicity flag
# NS5 inhibitors pilot replicate: further read-out of NS5 inhibitors, marked with its call; inhibition, %; measured here: pilot screen replicate inhibition
# Active calls of the source: *; i = inactive; ? = inconclusive; . = not tested or not shown; [ ] = another dose, or the depositor's remark.
SMILES,UTI89 phage lysis,NTR1 agonist,NTR1 agonist cell count 20 µM,WT yeast gro inh,WT yeast gro inh mutant strain,AID2073,LYP inhibition,GPR35 antagonists,Autophagy mod,Autophagy mod cell loss 18 h,NS5 inhibitors,RSV CPE inhibition,others
COc1ccc(OCc2cccc(C(=O)Nn3cc([N+](=O)[O-])cn3)c2)cc1,3.8%,0.8,72,35,11,15%,-5%,-14%,i,-2,2%,2.0%,
CC(C)(C)c1[nH]nc2c1C(c1cccnc1)C(C#N)=C(N)O2 (centres undefined),-0.2%,0.1,49,-4,-14,3%,12%,-11%,i,2,3%,0.5%,
CCCCC(=O)Nc1nn(C)c2nc3c(C)cccc3cc12,3.3%,-1.4,51,-17,6,26%,-9%,1%,i,-8,-9%,1.2%,
Cc1ccccc1Cn1nc(C)c(NC(=O)/C=C/c2cnn(C)c2C)c1C,7.4%,1.5,51,-16,3,1%,-1%,4%,i,5,-2%,1.5%,
CCOC(=O)N1CCN(C(=O)COC(=O)CSc2cc(C)c(Br)cc2C)CC1,0.2%[50 µM],-1.0,57,.,.,.,.,.,.,.,4%,-0.7%,
COC(=O)C1C(=O)c2c([nH]c(C(=O)OC3CCCC3C)c2C)CC1C (centres undefined),1.4%,-4.5,63,13,-6,-1%,2%,-10%,i,14,2%,1.6%,
CC(=O)Nc1cc(C(N)=O)c(Cl)cc1Cl,0.3%,1.8,70,1,16,-4%,2%,-1%,i,8,-7%,2.7%,
CCOc1ccc(N2C(=O)/C(=C\c3ccc(O)c(OC)c3)S(=O)(=O)C2c2cccc([N+](=O)[O-])c2)cc1 (centres undefined),0.2%,2.4,35,14,-14,50%,8%,1%,i,7,-30%,2.1%,
Cc1cccc(Nc2c3c(nc4ncnn24)CCC3)c1,-0.1%,0.7,71,-8,-20,-3%,-6%,-11%,i,-11,5%,22%,
O=C(Cc1ccc(Cl)cc1)NCC(=O)N1CCCCCC1,0.6%,0.9,60,.,.,3%,-9%,1%,.,.,-7%,2.5%,
CCN1C(=O)CSc2ccc(C(=O)NCc3ccccc3OC)cc21,0.2%,1.5,78,-3,1,26%,2%,-7%,i,3,-4%,1.3%,
O=C(CCCCCN1C(=O)c2cccc3cccc(c23)C1=O)NCCCO,0.3%,-0.8,74,.,.,-4%,-7%,-20%,.,.,-6%,0.6%,NS5 inhibitors pilot replicate=4.2
Cc1ccccc1OCCNc1ccc(C(F)(F)F)cc1[N+](=O)[O-],-0.1%,3.9,80,4,20,-1%,-2%,1%,i,14,-8%,-1.0%,
COc1ccc(-c2c(C)nn3c(N4CCOCC4)cc(C)nc23)cc1OC,0.0%[50 µM],.,.,.,.,29%,-4%,0%,.,.,-6%,3.4%,
Cc1nnn(C23CC4CC(CC(C(=O)NN)(C4)C2)C3)n1,4.4%,-0.6,45,1,18,-2%,-7%,8%,i,10,-1%,0.6%,
CCOC(=O)N1CCC(NC(=O)c2cc(C(=O)NC3CCCC3)ccc2CO)CC1,1.7%,0.9,63,0,-2,-4%,-5%,-6%,.,.,1%,1.6%,
CCOc1ccc(CN2CCN(C3CCC3)CC2CCO)cc1 (centres undefined),0.0%,-0.4,63,.,.,0%,-13%,-9%,.,.,-1%,0.7%,
CC1=NN(C(N)=S)C(=O)C1N=Nc1c(Cl)cc([N+](=O)[O-])cc1Cl (centres undefined),-0.3%,1.0,56,.,.,-6%,-5%,4%,.,.,12%,16%,
COc1ccc(CCn2nc(C)c([N+](=O)[O-])c2C)cc1,0.1%,-0.7,68,.,.,-6%,-6%,2%,.,.,-2%,2.1%,
CC(Oc1ccccc1)C(=O)N1CCN(c2ccc(N3CCCCC3)nn2)CC1 (centres undefined),1.6%[50 µM],-0.3,69,.,.,.,.,.,.,.,-3%,-1.9%,

# Reprinted at random: three records from the list
SMILES,UTI89 phage lysis,NTR1 agonist,NTR1 agonist cell count 20 µM,WT yeast gro inh,WT yeast gro inh mutant strain,AID2073,LYP inhibition,GPR35 antagonists,Autophagy mod,Autophagy mod cell loss 18 h,NS5 inhibitors,RSV CPE inhibition,others
COc1ccc(-c2c(C)nn3c(N4CCOCC4)cc(C)nc23)cc1OC,0.0%[50 µM],.,.,.,.,29%,-4%,0%,.,.,-6%,3.4%,
Cc1nnn(C23CC4CC(CC(C(=O)NN)(C4)C2)C3)n1,4.4%,-0.6,45,1,18,-2%,-7%,8%,i,10,-1%,0.6%,
CCOc1ccc(CN2CCN(C3CCC3)CC2CCO)cc1 (centres undefined),0.0%,-0.4,63,.,.,0%,-13%,-9%,.,.,-1%,0.7%,

# Further compounds:
SMILES,UTI89 phage lysis,NTR1 agonist,NTR1 agonist cell count 20 µM,WT yeast gro inh,WT yeast gro inh mutant strain,AID2073,LYP inhibition,GPR35 antagonists,Autophagy mod,Autophagy mod cell loss 18 h,NS5 inhibitors,RSV CPE inhibition,others
CCn1c(CC(=O)Nc2ccccc2)nnc1SCC(=O)Nc1ccccc1C(=O)OC,0.0%,0.0,88,21,26,-7%,-11%,-3%,i,5,-1%,1.5%,
CN1CCN(C(=O)CSc2nnc(COc3ccc(Cl)cc3)o2)CC1,0.2%,8.3,45,.,.,2%,-9%,4%,.,.,3%,-0.4%,
COc1ccc(N=C2S/C(=C\c3ccc(C)o3)C(=O)N2CC(C)C)cc1,1.1%,10,29,9,-5,32%,-6%,-1%,i,-1,12%,2.0%,
CCn1cc(C(=O)Nn2cnnc2)c(=O)c2ccc(C)nc21,-0.3%[50 µM],-0.8,44,.,.,.,.,.,.,.,-2%,1.6%,
Cc1ccc(NC(=O)CSCc2cc(=O)n3cc(C)sc3n2)cc1,-0.3%,0.5,49,.,.,-1%,-14%,-10%,.,.,-5%,1.0%,
Cc1ccc(C(=O)N/C(=C/c2ccc(-c3ccc([N+](=O)[O-])cc3)o2)C(=O)NCCCN(C)C)cc1,2.4%,-1.1,50,.,.,.,.,.,.,.,-4%,9.2%,
C/C(=N/N=C1/NC(=O)CC(C(=O)O)S1)c1ccccc1 (centres undefined),0.3%[50 µM],0.7,56,-3,-5,1%,6%,1%,i,10,-1%,3.0%,
CC(C)(C)c1nc(C(C)(C)C)c(Br)c(=O)[nH]1,1.8%[50 µM],6.2,60,-17,-5,5%,3%,18%,i,-15,3%,7.6%,
CC(C)NC(=O)C(c1ccc(F)cc1)N(C(=O)CCC(=O)Nc1ccccn1)C1CCCCC1 (centres undefined),0.1%,-0.7,39,.,.,-3%,-1%,1%,.,.,2%,0.2%,
CCCn1c(SCC(=O)Nc2ccccc2C(=O)NC2CC2)n[nH]c1=O,-0.1%[50 µM],-0.6,89,.,.,.,.,.,.,.,4%,2.3%,
O=Cc1cn(-c2ccccc2)nc1-c1cc2ccccc2oc1=O,1.1%,-0.9,49,5,10,10%,-3%,10%,i,-5,-6%,1.7%,
COc1cc([N+](=O)[O-])cc2sc(NC(=O)C3CC3)nc12,1.1%,1.8,28,-24,-6,4%,-5%,14%,i,-17,0%,2.8%,
Cc1cc2nc(CN(C)Cc3c(C(=O)N(C)C)nc4ccc(Cl)cn34)[nH]c2cc1C,-1.0%,-0.1,98,-1,-15,13%,-7%,-5%,i,-2,-4%,0.9%,
O=C1CSc2ccccc2N1Cc1ccc(F)cc1,6.6%,-1.6,51,-21,-14,2%,-3%,-4%,i,3,-1%,-1.9%,
COc1ccc(C(=O)n2nc(C#N)c(C#N)c2N)cc1,-0.5%,-0.5,40,.,.,0%,-6%,8%,.,.,3%,.,
COc1ccc(N(CC(=O)NCCSCc2ccccc2Cl)S(C)(=O)=O)cc1Cl,0.0%,0.2,23,.,.,-1%,-8%,0%,.,.,-7%,6.9%,
O=C(NCc1ccccn1)C1CC(=O)N(C2CCCC2)C1 (centres undefined),0.3%,-0.4,98,13,5,.,.,.,i,4,-2%,1.9%,
COc1cccc(-c2nnn(CCC(=O)O)n2)c1,0.4%,-0.5,73,1,6,0%,-3%,-6%,i,33,-10%,1.7%,
CSc1ccccc1NC(=O)c1ccccc1C,0.5%,-0.4,35,-8,1,-15%,-6%,8%,i,18,-5%,-0.6%,
O=C(NCc1ccc2c(c1)OCO2)C1CC(=O)N(c2ccc(Cl)cc2)C1 (centres undefined),0.1%,0.0,56,.,.,6%,-9%,-12%,.,.,-3%,0.8%,
O=C1N=c2ccccc2=C1c1c(O)[nH]c2c(C(F)(F)F)cccc12,-0.2%,-1.0,41,.,.,14%,-6%,6%,.,.,-3%,-0.3%,NS5 inhibitors pilot replicate=1.5
CCOC(=O)c1cc2sc(C)cc2n1CCCN1C(=O)c2ccccc2C1=O,0.0%,0.7,86,9,-3,-3%,3%,11%,i,4,-2%,0.6%,
CCCc1nnc(NC(=O)COc2ccc3c(c2)OCO3)s1,0.2%,1.9,60,.,.,2%,-9%,-3%,.,.,-6%,18%,
Cc1c(C#N)c2ccccc2n1CC(=O)NCCc1c[nH]c2ccccc12,-1.7%,-1.4,100,15,-2,0%,-4%,5%,i,4,-7%,1.3%,
CSCC[C@H](NC(=O)OC(C)(C)C)C(=O)N1CCC(C(=O)NCC(=O)Nc2ccc(C)cc2)CC1,-0.1%,-1.2,69,.,.,3%,-11%,0%,.,.,-1%,0.5%,
COc1ccc2oc(=N)c(C(=O)Nc3cccc(C)c3C)cc2c1,0.6%,1.6,70,.,.,12%,-11%,4%,.,.,-8%,2.9%,
O=C(/C=C1\NCC2c3ccccc3CCN2C1=O)c1ccccc1 (centres undefined),0.0%,-2.2,77,13,8,-4%,2%,0%,i,6,-6%,8.7%,
CCc1c(C)sc(NC(=O)c2cccs2)c1C(N)=O,2.8%,1.2,50,20,8,11%,4%,0%,i,-5,-3%,9.8%,
C=CCC1c2cccc(C(=O)O)c2C(=O)N1c1cccc(C)c1 (centres undefined),2.3%[50 µM],1.1,53,-1,10,13%,-2%,4%,i,0,-4%,0.2%,
CC(C)C[C@H](NC(=O)c1nc[nH]c1C(=O)N1CCc2ccccc2C1)C(=O)OCc1ccccc1,-1.4%,16,46,.,.,11%,5%,-3%,.,.,-11%,2.8%,
NC(=O)NN=C1C2CCCC1C(c1ccccc1)NC2c1ccccc1 (centres undefined),-1.7%,2.6,45,.,.,47%,1%,-1%,.,.,-2%,3.5%,
O=C1C2C(C(=O)N1Cc1ccco1)C1C=CC2C12CC2 (centres undefined),0.7%,-0.4,53,5,19,-4%,5%,-24%,i,6,-10%,1.1%,
COc1ccc(OC)c(NC(=O)c2cccc(NC(=O)c3ccccc3)c2)c1,1.0%,0.3,53,.,.,3%,-10%,8%,.,.,-5%,?,
O=C(NC1=NCCS1)c1ccccc1OCc1ccccc1Cl,0.1%,2.8,54,79,81,-4%,-4%,17%,i,11,-5%,1.7%,
COc1ccc(C(=O)NC(C(=O)NCc2ccccc2OC)C(C)C)cc1 (centres undefined),0.3%,0.5,40,6,0,-8%,-9%,2%,i,12,4%,1.1%,
